ERAP1 HTS inh: human ERAP1 aminopeptidase inhibitors, primary screen, biochemical, single point, plate reader. AID 652197, 2013. Endoplasmic reticulum aminopeptidase 1 (Homo sapiens), Q9NZ08. recombinant ERAP1, Leu-AMC fluorescence, 60 min. inhibition, % at 10.7 µM. 340,000 compounds, 0.15% hits;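 active = mean replicate inhibition of at least 30%, or all replicates individually reaching that 30% level; inactive = mean below 30% and not every replicate reaching it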;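 also: 0% = neutral control wells and 100% = L-leucinethiol positive control wells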
Target sequence (Q9NZ08 whole entry, looked up): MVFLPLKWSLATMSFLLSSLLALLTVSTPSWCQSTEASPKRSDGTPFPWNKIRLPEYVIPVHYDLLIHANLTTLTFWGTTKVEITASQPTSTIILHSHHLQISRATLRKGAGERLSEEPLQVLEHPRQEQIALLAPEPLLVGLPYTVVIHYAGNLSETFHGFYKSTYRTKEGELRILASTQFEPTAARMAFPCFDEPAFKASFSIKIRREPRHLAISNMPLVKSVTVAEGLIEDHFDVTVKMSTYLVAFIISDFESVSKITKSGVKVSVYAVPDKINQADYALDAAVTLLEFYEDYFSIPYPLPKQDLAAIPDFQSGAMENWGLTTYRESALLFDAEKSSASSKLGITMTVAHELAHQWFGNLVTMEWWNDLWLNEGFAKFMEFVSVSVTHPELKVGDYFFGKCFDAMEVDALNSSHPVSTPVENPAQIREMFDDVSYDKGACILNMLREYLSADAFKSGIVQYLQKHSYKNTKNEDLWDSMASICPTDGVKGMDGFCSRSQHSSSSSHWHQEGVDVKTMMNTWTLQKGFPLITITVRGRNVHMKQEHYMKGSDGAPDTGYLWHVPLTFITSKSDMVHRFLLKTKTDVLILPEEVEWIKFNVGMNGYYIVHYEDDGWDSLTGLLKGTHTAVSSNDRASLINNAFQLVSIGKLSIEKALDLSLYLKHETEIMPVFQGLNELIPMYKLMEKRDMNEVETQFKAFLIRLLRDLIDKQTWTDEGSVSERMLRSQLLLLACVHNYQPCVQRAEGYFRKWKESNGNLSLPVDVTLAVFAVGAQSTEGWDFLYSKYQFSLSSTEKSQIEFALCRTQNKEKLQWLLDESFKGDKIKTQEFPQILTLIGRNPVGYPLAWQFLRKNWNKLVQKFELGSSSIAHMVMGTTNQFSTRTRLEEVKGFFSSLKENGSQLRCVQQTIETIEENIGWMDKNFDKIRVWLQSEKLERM
PglD DTNB: C. jejuni PglD acetyltransferase inhibitors, primary screen, biochemical, DTNB colorimetric, single point; 360,000 compounds, 0.098% hits; UDP-N-acetylbacillosamine N-acetyltransferase PglD (Campylobacter jejuni); purified PglD enzyme, DTNB colorimetric CoA detection; inhibition, % at 12.5 µM; in the data active = inhibition above about 16%, passing the limit was not always enough; also: strong numbers were not always called active
PAX8 reporter: inhibitors of PAX8-driven TPO luciferase reporter, primary screen, RMG-I cells, single concentration; 360,000 compounds, 1.2% hits; inhibition, % at 12.6 µM; SteadyGlo, 24 h;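 active = mean replicate inhibition at least 60% with every replicate also reaching 60%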;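 also: luciferase light reporting Pax8 driven TPO promoter activity; plate controls were median of neutral control wells for no effect and mitoxantrone controls for full effect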
LGR2 inh: inhibitors of bursicon-induced LGR2 CRE-luciferase signal, primary screen, cell-based, HEK293, CRE-luciferase reporter, bursicon stimulation; Drosophila bursicon receptor LGR2 (rickets); bursicon-stimulated, 4 h; inhibition, % at 9.99 µM; 380,000 compounds, 0.35% hits;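 active = drop in luminescence signal, shown as inhibition above about 50% in the replicate tests, limit read from the data, passing the limit was not always enough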;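 also: agonist challenge used bursicon conditioned medium at about half maximal strength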
FN deposit inh: inhibitors of fibronectin matrix deposition, primary screen, AH1F cells, Alexa488-fibronectin fluorescence, plate reader | AH1F fibroblasts, overnight | inhibition, % at 12.6 µM | 350,000 compounds, 0.086% hits;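 active = mean inhibition across replicates of 30% or more, regardless of how many single replicates reach that level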;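 also: positive control wells lacked labelled fibronectin entirely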
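Assay system: AH1F fibroblast monolayer, labelled fibronectin deposition. Amount: 10000 cells per well. Also added: labelled fibronectin 24 nM. Compound: single-point pinned compound. Incubation: cell attachment 1 h, compound and FN exposure overnight. Detection: fluorescence after three HBSS washes, excitation 485 nm, emission 525 nm. Read-out: inhibition of fibronectin deposition signal.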
S100A4 MyoIIA: inhibitors of S100A4-myosin IIA peptide binding, primary screen, biochemical, fluorescence polarization, TAMRA-MyoIIA peptide; inhibition, % at 10.7 µM; 360,000 compounds, 0.14% hits; AID 652163, 2013;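 active = mean inhibition of at least 70% across replicates, with every replicate also reaching that level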
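assay system = human S100A4 monomer with TAMRA-labelled myosin IIA peptide | also added = labelled myosin peptide probe, 5 nM | incubation = 5 min between mix addition and reading | control set = DMSO and TFP controls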
PGC1a acetyl inh: inhibitors of PGC1a acetylation signal, primary screen, cell-based, U2OS, AlphaScreen, inhibitor mode; AlphaScreen anti-acetyl-lysine; with virally co-expressed GCN5 acetyltransferase; inhibition, % at 15.6 µM; 350,000 compounds, 0.17% hits; AID 651687, 2012;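 active = every replicate shows inhibition of at least 40%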;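 also: 0% = neutral control wells and 100% = positive control wells; some results beyond the cut were filed as inactive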
EWS-Fli inh: EWS/Fli-driven NR0B1 reporter inhibitors, primary screen, A673 cells, NR0B1 luciferase, luminescence, MLPCN library | viability-normalised | inhibition, % at 12.6 µM | 350,000 compounds, 0.67% hits;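 active = mean inhibition of at least 50% after viability correction, with every replicate also passing that limit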;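 also: firefly luciferase signal divided by Alamar Blue viability fluorescence both relative to DMSO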
Numbers without * were called inactive; / = no result given.

Compound,ERAP1 HTS inh,PglD DTNB,PAX8 reporter,LGR2 inh,FN deposit inh,S100A4 MyoIIA,PGC1a acetyl inh,EWS-Fli inh
Cc1noc(C)c1S(=O)(=O)Nc1ccc(C(=O)N2CCN(c3ccc(Cl)cc3)CC2)cc1,7,1,/,-13,/,7,-2,/
O=C(/C=C/c1ccc(Cl)cc1)Nc1nccs1,3,/,-110,44,3,-10,-7,-31
CCCCCCN1C[C@H](n2cc(COC(=O)c3ccccc3)nn2)[C@@H](O)C[C@@H]1c1ccc(C)cc1,/,0,8,13,5,-7,-13,15
COc1ccc2[nH]c(=O)c(NC(N)=S)nc2c1,7,0,/,-6,/,-4,1,6
COc1ccc(C(=O)NC(=S)Nc2nnn(C)n2)cc1,-2,-2,7,-16,7,1,9,-12
N#C/C(=C\c1cn(CCOc2ccccc2)c2ccccc12)C(=O)NCC1CCCO1 (centres undefined),/,-7,/,0,2,/,11,/
O=C(C1CCCN(S(=O)(=O)c2ccc(Br)cc2)C1)N1CCN(Cc2ccccc2)CC1 (centres undefined),1,0,29,2,/,0,-5,/
Cc1ccc([C@H]2C(C(=O)O)=C[C@@H](C(C)(C)C)N2S(=O)(=O)c2ccc(C)cc2)cc1,0,-2,5,3,3,-7,-13,-7
Cn1cnnc1SCC(=O)Nc1ccc(OCc2ccccc2)cc1,1,/,-113,-25,/,4,/,-17
Cc1ccc(S(=O)(=O)Nc2ccc3c(c2)C(=O)N([C@@H](C)CO)C[C@H](C)[C@@H](CN(C)C(=O)NC2CCCCC2)OCCCC[C@H](C)O3)cc1,-3,-2,36,16,/,2,14,11
COc1ccc(C(C(=O)NC2CCCCC2)N(C(=O)CCl)c2cccc(Cl)c2)cc1 (centres undefined),0,4,115*,/,19,0,/,53*
Nc1nc2c(ncn2[C@@H]2O[C@H](CNCc3cnc(N4CCOCC4)nc3)[C@@H](O)[C@H]2O)c(=O)[nH]1,/,4,-21,-2,0,-2,25,-3
CN(C)C(CNC(=O)c1ccco1)c1cccs1 (centres undefined),-1,1,-32,-23,-13,1,/,-29
Cc1cccc(OCC(=O)NCCNC(=O)c2cccnc2)c1,-3,-2,1,-3,0,-13,-16,7
CCOc1ccc2ccccc2c1/C=N/NC(=O)CNC(=O)c1ccccc1F,0,-2,-18,-10,0,-2,-2,4
COc1ccc(NC(=O)N2CC(=O)N3[C@H](CO)[C@@H](c4ccc(-c5ccc(C)cc5)cc4)[C@H]3C2)cc1,1,/,-10,0,/,-20,5,-11
c1ccc2c(c1)OCC(CNCC1COc3ccccc3O1)O2 (centres undefined),-3,0,2,-7,2,0,-12,20
O=C(NC[C@@H]1N[C@@H](CO)[C@H]1c1ccccc1)C1CCCC1,/,7,-8,9,/,-6,-10,1
COCCCNC(=O)Nc1ccc(Br)cc1Cl,/,-5,/,2,-3,/,-1,/
COc1c(C)cc(C(=O)C2CCCN(Cc3ccc(Oc4ncccn4)cc3)C2)cc1C (centres undefined),-5,1,19,-6,-12,1,-11,5
COc1ccc(OCC(=O)Nc2c3c(nn2C(C)(C)C)CSC3)cc1,10,/,-39,19,-10,1,9,-27
C[C@H]1CN([C@@H](C)CO)S(=O)(=O)c2ccc(Br)cc2O[C@@H]1CN(C)Cc1ccncc1,-5,2,/,-14,2,-1,-21,7
COc1ccc(OC)c(CCNC(=O)CCCC(=O)n2ncc3cc(C)ccc32)c1,0,1,11,-29,10,3,7,-4
CC(C)Cc1nnc(NC(=O)CCC(=O)NCCc2ccccc2)s1,-3,-1,-12,-8,-6,-1,0,/
Cc1cccc(NC(=O)CN2CCCCCC2)c1,0,-3,-15,2,-6,5,/,-6
CC(C)(C)c1ccc(CN2C(=O)CSC2=O)cc1,0,/,1,-11,/,-8,/,10
C[C@H]1CN([C@@H](C)CO)S(=O)(=O)c2ccc(-c3cccc(C#N)c3)cc2O[C@H]1CN(C)Cc1ccccn1,-1,-1,-23,-7,-7,11,2,2
COCCN(C(=O)c1ccc(-c2ccc([N+](=O)[O-])cc2)o1)c1c(N)n(CC(C)C)c(=O)[nH]c1=O,3,4,/,3,-6,-1,-4,2
Cc1ccccc1NS(=O)(=O)c1ccc(OCC(=O)N2CCCCC2)cc1,0,0,/,0,/,-1,9,-4
CCCNC(=O)Nc1ccc2c(c1)C(=O)N(C)C[C@H](OC)[C@@H](C)CN(Cc1ccc(-c3ccccn3)cc1)[C@@H](C)CO2,/,/,/,34,6,/,11,32
Cc1ccc(S(=O)(=O)Nc2ccc3c(c2)C(=O)N([C@@H](C)CO)C[C@@H](C)[C@H](CN(C)C(=O)C2CCCCC2)OCCCC[C@@H](C)O3)cc1,3,-4,-8,-4,-6,3,-12,6
CCc1nc2ccc(C(=O)NCc3ccccc3OC)cn2c1N(CCC(C)C)CCN(C)C,1,3,-21,-3,11,1,-6,9
COCC(=O)Nc1ccc2c(c1)OC[C@H](C)N(CCc1ccccc1)C[C@H](C)[C@H](OC)CN(C)C2=O,1,1,-18,-4,8,-7,-5,2
CCC(C)N(C(=O)CSc1nncn1C)C1CCS(=O)(=O)C1 (centres undefined),-1,1,11,-1,1,-1,6,4
CN1C(C(=O)NCc2cccs2)=CC(c2ccc(F)cc2)=NS1(=O)=O,2,-2,-21,7,-5,-1,-6,2
COc1cc(C2OCC3C(c4ccc(OC5OC(CO)C(O)C(O)C5O)c(OC)c4)OCC23)ccc1O (centres undefined),/,-2,/,2,/,-2,-4,2
CCOc1ccc(C(C)=O)cc1COC(=O)c1ccc2c(c1)NC(=O)CS2,-2,1,7,/,13,-3,-14,4
C[C@@H]1CCCCO[C@@H](CN(C)C(=O)CCC(F)(F)F)[C@@H](C)CN([C@H](C)CO)C(=O)c2cc(NC(=O)CCCN(C)C)ccc2O1,/,0,-17,2,0,/,-5,-11
C=CCN(C(=O)c1ccccc1)c1ccc(OC)cc1,/,-1,37,/,7,/,2,/
Cc1ccsc1-c1nc(CN2CCN(C)C(=O)[C@@H]2C)c(C)o1,-2,/,15,-25,-2,-3,1,3
CCn1c(SCC(=O)NC2CCCC2)nnc1C(C)NC(=O)c1ccccc1F (centres undefined),1,3,-1,-7,0,-2,/,5
O=C(CCC(=O)c1cccs1)OCC(=O)c1ccc(Cl)s1,3,5,/,3,/,0,/,/
CCOc1cc(/C=N/NC(=O)C2CCCC2)ccc1O,5,1,-27,-16,-4,-1,-4,/
CN(Cc1ccccc1)c1nnc(N)s1,/,-3,-2,27,4,-9,/,4
O=C(NCc1cccnc1)/C(=C\c1ccc(-c2ccc(Cl)c(Cl)c2)o1)S(=O)(=O)c1ccccc1,-2,-8,91*,103*,31*,-3,59*,40
C=COCCCNc1ncnc2sc(-c3ccccc3)cc12,1,-5,19,3,2,-2,4,20
COc1ccccc1-c1nnc(NC(=O)Cc2ccccc2)o1,-1,-1,-10,6,12,-4,/,6
Cc1ccc(C)c(NC(=O)CN(C)C(=O)c2cc(S(=O)(=O)N3CCOCC3)ccc2N2CCCC2)c1,-1,5,0,0,-6,1,/,/
CC(C)NC(=O)N(C)C[C@@H]1Oc2ccc(NC(=O)Nc3ccc(F)cc3)cc2C(=O)N([C@@H](C)CO)C[C@H]1C,1,3,-3,-24,/,-1,7,7
Cc1nnc(SCC2=C(C(=O)O)N3C(=O)C(NC(=O)Cn4cnnn4)C3SC2)s1 (centres undefined),-2,0,-2,12,4,2,-6,4
CCN(C[C@H]1N[C@@](CC)(C(=O)OC)[C@H]2C(=O)N(Cc3ccccc3)C(=O)[C@@H]12)C(=O)Nc1ccc(OC)cc1,/,0,-35,-22,6,-2,9,-8
Nn1c(SCC(=O)NC2CCCCCC2)nnc1C(F)(F)F,5,5,3,0,-3,-4,-3,1
Clc1ccc(N2CCN(Cc3ccco3)CC2)cc1,2,0,-16,0,-2,0,/,-7
C[C@H]1CN([C@@H](C)CO)C(=O)c2cc(NC(=O)Nc3ccc(C(F)(F)F)cc3)ccc2O[C@@H]1CN(C)Cc1ccc(C(F)(F)F)cc1,-1,0,-12,7,/,-11,-18,3
Cc1ccc(C2=N/C(=C\c3cccc(F)c3)C(=O)O2)cc1,-1,-8,18,1,3,-1,/,-6
C[C@H](CO)N1C[C@H](C)[C@@H](CN(C)Cc2ccncc2)Oc2ccc(NS(=O)(=O)c3cn(C)cn3)cc2CC1=O,-11,-1,-4,-16,/,-5,-4,-6
CCN(CC)CCN1C(=O)C2C(C(=O)Nc3ccc(Br)cc3)C3C=CC2(O3)C1C(=O)NC1CCCCC1 (centres undefined),-12,-2,11,4,3,-2,-20,4
CCN(CC)CCNc1ncnc2c1sc1nc(N3CCOCC3)c3c(c12)CCCC3,2,/,36,23,4,-9,/,15
O=C(COC(=O)c1ccc(S(=O)(=O)NCc2ccco2)cc1)Nc1ccc(OC(F)F)cc1,/,8,7,/,2,/,-9,/
O=C(O)CSc1nnc(Cc2ccccc2)n1-c1ccccc1,/,-3,14,/,1,/,-4,/

In the list so far, 3 contain a tert-butyl group.
Compound,ERAP1 HTS inh,PglD DTNB,PAX8 reporter,LGR2 inh,FN deposit inh,S100A4 MyoIIA,PGC1a acetyl inh,EWS-Fli inh
Cc1ccc([C@H]2C(C(=O)O)=C[C@@H](C(C)(C)C)N2S(=O)(=O)c2ccc(C)cc2)cc1,0,-2,5,3,3,-7,-13,-7
COc1ccc(OCC(=O)Nc2c3c(nn2C(C)(C)C)CSC3)cc1,10,/,-39,19,-10,1,9,-27
CC(C)(C)c1ccc(CN2C(=O)CSC2=O)cc1,0,/,1,-11,/,-8,/,10

Compound activity deposited in PubChem BioAssay by Broad Institute.
